Screening results (PubChem BioAssay)
PAFAH1B3 FP inh = inhibitors of human PAFAH1B3. inhibition, % at 3.39 µM. actives 0.28% (n = 340,000). Q15102. AID 492972. recombinant PAFAH1B3, FP-rhodamine probe, fluorescence polarization;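 active = inhibition above the screen-wide average of all tested compounds plus 3 SD, cut at about 25% in these data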;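 note: 0% = enzyme with DMSO only and 100% = wells lacking PAFAH1B3 protein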
Target sequence (Q15102 whole entry, looked up): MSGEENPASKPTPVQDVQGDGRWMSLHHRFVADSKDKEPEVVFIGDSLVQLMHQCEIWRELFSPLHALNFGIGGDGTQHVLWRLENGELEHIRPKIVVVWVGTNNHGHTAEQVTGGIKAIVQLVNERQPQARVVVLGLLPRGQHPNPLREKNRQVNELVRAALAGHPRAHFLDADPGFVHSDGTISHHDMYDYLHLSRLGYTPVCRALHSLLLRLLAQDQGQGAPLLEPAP
PREPL inhibitor = inhibitors of human prolyl oligopeptidase-like enzyme PREPL; recombinant PREPL, fluorescence polarization activity-based probe; actives 0.68% (n = 320,000); Q4J6C6; inhibition, % at 5.96 µM; in the data active = inhibition above about 43%;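 note: 0% = enzyme with DMSO and 100% = wells lacking enzyme; many of its hits are not listed in these tables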
LYPLA2 inh = counter-screen for PME1 inhibitors: inhibitors of human LYPLA2 | O95372 | recombinant LYPLA2, FP-Rh probe fluorescence polarization | inhibition, % at 5.9 µM | actives 0.38% (n = 320,000);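 active = inhibition above the screen-wide mean plus 3 SD, limit set per campaign, cut at about 26% in these data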;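 note: 0% = LYPLA2 with DMSO and 100% = wells lacking LYPLA2 enzyme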
Target sequence (O95372 whole entry, looked up): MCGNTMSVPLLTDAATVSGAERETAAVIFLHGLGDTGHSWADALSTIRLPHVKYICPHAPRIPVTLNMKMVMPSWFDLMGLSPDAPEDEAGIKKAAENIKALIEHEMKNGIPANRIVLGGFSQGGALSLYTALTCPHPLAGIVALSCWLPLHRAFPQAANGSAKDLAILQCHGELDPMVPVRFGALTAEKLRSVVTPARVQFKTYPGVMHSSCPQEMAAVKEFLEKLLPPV
PAFAH1B2 inh = blocks human PAF acetylhydrolase 1b catalytic subunit 2; recombinant PAFAH1B2, FP-rhodamine activity probe, fluorescence polarization; inhibition, % at 3.39 µM; AID 492953; actives 1.2% (n = 340,000); P68402;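 active = inhibition above the mean of all tested compounds plus 3 SD, cut at about 24% in these data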;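 note: 0% = enzyme with DMSO and 100% = wells lacking PAFAH1B2; many of its hits are not listed in these tables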
Target sequence (P68402 whole entry, looked up): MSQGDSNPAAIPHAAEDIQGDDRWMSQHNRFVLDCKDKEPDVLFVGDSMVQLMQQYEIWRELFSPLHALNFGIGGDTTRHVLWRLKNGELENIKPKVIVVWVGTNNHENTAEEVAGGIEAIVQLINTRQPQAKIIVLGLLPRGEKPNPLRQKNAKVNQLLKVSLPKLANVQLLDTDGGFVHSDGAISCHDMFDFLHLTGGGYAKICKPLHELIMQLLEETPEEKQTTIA
EBNA-1 inh = blocks EBNA-1 binding to DNA | inhibition, % at 14.8 µM | EBNA-1 DNA binding, fluorescence polarization | AID 1950 | actives 0.34% (n = 300,000); in the data active = inhibition above about 28%
LYPLA1 counter = blocks human lysophospholipase 1, a PME1 counter-screen; O75608; recombinant LYPLA1, FP-Rh probe fluorescence polarization; inhibition, % at 5.9 µM; actives 0.16% (n = 320,000); AID 2174;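 active = inhibition above the mean of all tested compounds plus 3 SD, set per campaign, cut at about 14% in these data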;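 note: inhibitors block serine hydrolase probe labeling of LYPLA1 so polarization falls; 0% = enzyme with DMSO and 100% = wells lacking LYPLA1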
Target sequence (O75608 whole entry, looked up): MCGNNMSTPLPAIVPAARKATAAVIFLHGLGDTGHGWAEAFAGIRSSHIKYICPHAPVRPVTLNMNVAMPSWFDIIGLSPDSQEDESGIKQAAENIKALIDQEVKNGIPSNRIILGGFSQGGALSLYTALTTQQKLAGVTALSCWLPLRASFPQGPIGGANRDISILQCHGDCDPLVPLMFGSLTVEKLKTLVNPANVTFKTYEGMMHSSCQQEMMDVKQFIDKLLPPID
PAFAH2 inh = PAFAH2 (human) inhibition | actives 0.99% (n = 340,000) | Q99487 | recombinant PAFAH2, FP-rhodamine activity probe, fluorescence polarization | inhibition, % at 3.39 µM;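 active = inhibition above the mean over all tested compounds plus 3 SD, cut at about 30% in these data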;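 note: inhibitors block probe labeling of enzyme so polarization drops; 0% = enzyme with DMSO and 100% = wells lacking PAFAH2 protein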
ZTA counter = counter-screen for EBNA-1 inhibitors: inhibitors of Epstein-Barr virus ZTA. actives 0.15% (n = 320,000). inhibition, % at 11 µM. P03206. ZTA-DNA binding, fluorescence polarization; in the data active = inhibition above about 33%
pPAFAH FP inh = pPAFAH (human) enzyme inhibition; recombinant pPAFAH, FP-rhodamine probe fluorescence polarization; inhibition, % at 3.39 µM; actives 1.5% (n = 330,000);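 active = inhibition above the mean inhibition across the screen plus 3 SD, cut at about 25% in these data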;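 note: inhibitors block binding of the rhodamine activity-based probe so polarization drops; 0% = enzyme with DMSO and 100% = wells lacking pPAFAH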
Starred values were filed as active, the others as inactive; / = not tested or not shown. An excerpt, so the mix of outcomes need not match the whole.

Order of results – PREPL inhibitor | PAFAH1B2 inh | LYPLA2 inh | LYPLA1 counter | pPAFAH FP inh | EBNA-1 inh | PAFAH1B3 FP inh | PAFAH2 inh | ZTA counter
(1) Cc1ccc(C(=O)NNC(=O)c2cccc(C)c2)cc1
    -10 | 2 | -5 | -4 | -2 | 1 | 6 | 4 | 9
(2) Cc1cc2n(n1)C(c1ccc(N(C)C)cc1)Nc1ccccc1-2 (stereo not given)
    -1 | 7 | 3 | -2 | 26* | -15 | 10 | 5 | -20
(3) Cc1ccc(-c2nnc(OCC3CCCO3)c3ccccc23)cc1 (stereo not given)
    1 | -7 | -1 | -4 | -3 | -6 | 4 | 6 | -4
(4) N#CC(c1ccc(=O)[nH]n1)c1ccc(Cl)cc1Cl (stereo not given)
    -7 | 6 | 2 | -4 | 34* | 3 | 3 | 1 | -8
(5) COc1ccc(Cn2c(=O)[nH]c3cc(C(=O)N4CCN(c5ccccc5F)CC4)ccc3c2=O)cc1
    5 | 2 | 1 | 1 | 5 | 2 | 8 | 0 | -26
(6) CC(/C=N/N1CCN(c2ccccn2)CC1)=C\c1ccccc1
    2 | 1 | 0 | 3 | 2 | -11 | -2 | -1 | -3
(7) Cc1sc2nc(CSC(C)C(=O)Nc3ccc(C(N)=O)cc3)[nH]c(=O)c2c1C (stereo not given)
    29 | 3 | 1 | 4 | 6 | 1 | 7 | 1 | 13
(8) CCOC(=O)c1cc(C(C)C)sc1NC(=O)COC(=O)CCS(=O)(=O)c1ccccc1
    1 | 2 | -5 | -5 | 16 | -3 | 8 | -1 | 23
(9) COc1ccc(OC)c(/C=N/NC(=O)c2ccc[n+](CC(=O)c3ccccc3)c2)c1
    17 | 6 | 2 | -2 | -3 | / | 12 | -2 | 4
(10) CCN1C(=O)[C@H]2[C@@H](c3ccc(-c4ccc(OC)cc4)c(OC)c3)N[C@@](Cc3ccccc3)(C(=O)OC)[C@H]2C1=O
    11 | -1 | / | / | 6 | / | 6 | 3 | /
(11) CCc1ccccc1NC(=S)NCc1ccc2c(c1)OCO2
    3 | -1 | -2 | 0 | 5 | 3 | 6 | -7 | 18
(12) O=C(CN1CCOCC1)N/N=C/c1ccco1
    6 | 3 | -1 | 1 | 0 | -15 | 4 | 5 | -1
(13) N#Cc1c(N2CCCC(O)C2)nc(N)c2c(N)nc3c(c12)CC(=O)N3C12CC3CC(CC(C3)C1)C2 (stereo not given)
    23 | 46* | 0 | -3 | 45* | 9 | 51* | 46* | -2
(14) Cc1c(C(=O)NCCc2ccccc2)oc2ccc(S(=O)(=O)N3CCOCC3)cc12
    19 | 15 | 7 | 3 | 1 | -3 | -10 | -2 | 1
(15) C=CCC[C@@H](Cc1ccc(F)cc1)C(=O)O[C@H](CNC(=O)[C@@H](CC=C)CC(=O)N[C@H](CO)Cc1ccccc1)c1ccccc1
    4 | 0 | / | / | 2 | / | 1 | 6 | /
(16) COC(=O)c1cnn(-c2ccccc2)c1/C=N/NC(=S)Nc1ccc(Cl)cc1
    15 | / | -5 | 2 | 6 | -8 | / | / | 2
(17) COc1cccc(C(=O)Nc2ccncc2)c1
    8 | / | 0 | 1 | 1 | -5 | / | / | -5
(18) CC1=Nc2cc([N+](=O)[O-])ccc2NC(C)(C)C1
    8 | -1 | 0 | -5 | 5 | 1 | 0 | 1 | 7
(19) COc1ccc2nc(-c3ccccc3)cc(OC)c2c1
    -3 | 1 | -5 | 1 | 1 | -1 | -4 | -1 | -6
(20) O=C(O)c1cccc(COc2ccccc2Cl)c1
    16 | 8 | 3 | -2 | 2 | 9 | 3 | 0 | 0
(21) O=c1oc(-c2ccco2)nc2sc3c(c12)CCCC3
    72* | 4 | 18 | 0 | 3 | 6 | 3 | 72* | -5
(22) CCC(C)NC(=O)C1(C)CCC(=O)N1CCc1ccc(OC)c(OC)c1 (stereo not given)
    2 | -3 | 5 | 3 | 3 | 1 | -4 | -1 | -11
(23) CCn1c(COc2ccc(OC)cc2)nnc1SCC(=O)Nc1cc(OC)ccc1OC
    19 | 4 | 0 | -3 | -3 | -22 | 9 | 1 | -16
(24) CCCCNC(=O)CC1N=C2c3ccccc3N=C(SCC(=O)Nc3ccccc3OC)N2C1=O (stereo not given)
    -11 | 0 | -7 | -5 | -5 | -3 | 2 | 0 | -9
(25) Cc1cc(-c2ccco2)n(CC(=O)O)n1
    16 | 2 | -4 | -1 | -2 | 6 | 6 | 8 | -1
(26) Nc1ncn(CC(=O)c2ccccc2)n1
    10 | 3 | 5 | 4 | 0 | -3 | 5 | 0 | -10
(27) CC(C)(C)OC(=O)C[C@@H]1C/C=C\C[C@H](CC(=O)NCCO)C(=O)N2CCC[C@@H]2COC1=O
    2 | -4 | / | / | -1 | / | 5 | -6 | /
(28) Cc1cc(=O)[nH]c(SCC(=O)Nc2ccc3c(c2)CCC3)c1C#N
    3 | 4 | 3 | -1 | -2 | / | 2 | 8 | -4
(29) COc1ccc(NC(=O)CN(C)C(=O)CCc2nc3cc(S(=O)(=O)N4CCOCC4)ccc3n2C)cc1
    2 | -5 | -1 | 1 | 7 | 3 | 1 | 8 | -5
(30) CCN(CC(=O)Nc1ccc(OC)cc1)CC(=O)N1CC(=O)Nc2ccccc21
    -7 | 1 | 3 | -1 | 0 | / | 12 | -5 | 2
(31) COc1ccccc1/C=C/C=N/n1c(-c2ccc(Cl)cc2Cl)n[nH]c1=S
    -21 | 5 | 1 | -1 | 19 | 2 | 3 | 10 | 5
(32) O=C(Nc1ccc(N2CCCCC2)cc1)c1ccc2ccccc2n1
    7 | 0 | 6 | -2 | 8 | -6 | -4 | -7 | 1
(33) COc1ccc(N(C2=NCCCS2)S(=O)(=O)c2ccc(C(C)(C)C)cc2)cc1
    -3 | 3 | -1 | 5 | 4 | -7 | 5 | -2 | 7
(34) c1ccc(CN2CCN(Cc3cn4cccnc4n3)CC2)cc1
    3 | 7 | 5 | 3 | 7 | 2 | 5 | 2 | 5
(35) CCN(c1cccc(C)c1)S(=O)(=O)c1ccc(-n2cccn2)cc1
    -6 | 3 | 1 | 2 | 1 | 9 | 0 | -9 | -5
(36) C=CCNc1ncnc2ccccc12
    -1 | 2 | 1 | 0 | -4 | 6 | 2 | 3 | 8
(37) COc1ccc(C)cc1NC(=O)C(OC(=O)CNC(=O)c1cccc(F)c1)c1ccccc1 (stereo not given)
    4 | 0 | -9 | -3 | 10 | 8 | 0 | -8 | -1
(38) COc1cc(C=O)ccc1OCC(=O)N1CCOCC1
    -3 | 4 | 2 | 0 | 0 | -6 | -3 | -7 | -8
(39) Cc1ccc2nc(NC(=O)c3ccco3)sc2c1
    -9 | 5 | -3 | -5 | 0 | 3 | 3 | 7 | 1
(40) Cc1ccc(N(C(C)C(=O)N2CCOCC2)S(C)(=O)=O)cc1C (stereo not given)
    15 | 0 | -7 | -2 | 3 | 3 | -1 | -6 | -1
(41) CC(=O)C1=C(C)NC(=O)NC1c1cccs1 (stereo not given)
    -5 | 11 | -8 | -5 | -2 | -12 | 0 | -9 | -7
(42) Cc1cccc(C(=O)OCC(=O)NC23CC4CC(CC(C4)C2)C3)c1O
    14 | 11 | / | / | 5 | / | -4 | 59* | /
(43) CCN(CC1CCCO1)C(=O)CCc1nnc(Cc2ccc3c(c2)OCO3)o1 (stereo not given)
    18 | 1 | 7 | -1 | 3 | -1 | -3 | -3 | 7
(44) Cc1ccc(C(=O)NNC(=O)c2ccc(NC(=O)C(C)(C)C)cc2)cc1
    3 | 5 | -6 | -1 | 1 | -9 | 14 | 1 | 6
(45) O=C(NC1CCCCCC1)c1cccs1
    -1 | 3 | -3 | -2 | 3 | 9 | 7 | -6 | -4
(46) O=C(NCCNC(=O)c1ccccc1Cl)c1ccco1
    5 | 4 | 8 | 8 | 2 | 6 | 7 | -9 | -12
(47) COc1ccc(N2CCN(C(=O)CCSCc3ccccc3F)CC2)cc1
    -20 | -2 | 20 | 1 | 8 | 1 | 12 | 8 | 0
(48) Cn1nc(OC(=O)Nc2ccc(F)cc2)cc1C(F)(F)F
    -1 | 0 | 8 | -2 | -1 | 3 | 0 | 2 | -1
(49) Cc1ccc(OC(C)C(=O)Nc2ccc(S(=O)(=O)Nc3cc(C)on3)cc2)cc1 (stereo not given)
    -2 | 3 | 6 | 2 | -1 | -6 | 1 | 7 | -1
(50) CCOC(=O)C1=C(O)C(=O)N(Cc2cccnc2)C1c1ccc(C)cc1 (stereo not given)
    14 | -1 | -3 | -2 | 1 | -7 | 8 | 2 | -5

Carrying on:
Order of results – PREPL inhibitor | PAFAH1B2 inh | LYPLA2 inh | LYPLA1 counter | pPAFAH FP inh | EBNA-1 inh | PAFAH1B3 FP inh | PAFAH2 inh | ZTA counter
(51) CCOC(=O)C(NC(C)=O)C(=O)O (stereo not given)
    13 | 4 | -5 | 1 | -8 | -9 | 11 | -3 | 7
(52) COC(=O)C1CN(C(=O)C(C)Oc2ccccc2Cl)c2ccccc2O1 (stereo not given)
    6 | -1 | -5 | -2 | -3 | -12 | 2 | -6 | -3
(53) COc1ccccc1Cn1c(=S)[nH]c2cc(C(=O)N3CCC(C(N)=O)CC3)ccc2c1=O
    11 | 5 | 2 | -3 | 5 | -14 | 0 | 8 | 4
(54) COCCCn1cc(C(=O)c2cc(Br)ccc2O)cc(C#N)c1=O
    -3 | 8 | 2 | -1 | 3 | -1 | 4 | 1 | 11
(55) C/C(=N\NC(=O)c1nc(C)cc(C)n1)c1ccccc1
    21 | 0 | 0 | -2 | -2 | 1 | 5 | -1 | -9
(56) COc1ccc(NC(=O)CC2COc3ccccc3O2)c(OC)c1 (stereo not given)
    8 | 4 | 1 | 3 | 4 | 9 | 5 | 3 | 0
(57) CC(=O)Nc1ccc(C(=O)Nc2ccc(S(=O)(=O)N3CCCC3)cc2)cc1
    7 | 4 | -4 | -6 | 2 | 5 | 4 | 2 | 6
(58) CC1CCCN(C(c2ccccc2)c2sc3ncnn3c2O)C1 (stereo not given)
    3 | 5 | -1 | -1 | 4 | -2 | -5 | -6 | 0
(59) CCOc1ccc(-c2ncncc2-c2ccccc2OC)c(O)c1
    4 | -1 | -5 | 0 | 1 | -7 | 8 | -3 | -13
(60) CC(C)(CN1CCCC1)NC(=O)C1CCC(=O)N(CCCN2CCOCC2)C1 (stereo not given)
    5 | -1 | 7 | 3 | 5 | -7 | -4 | 4 | -2
(61) O=C(CCCOc1ccc(Cl)cc1Cl)NNC(=O)c1ccc(NC(=O)c2ccccc2)cc1
    4 | -10 | -2 | -3 | -3 | 9 | -25 | -25 | -10
(62) CCOc1ccc(NS(=O)(=O)c2ccc(NC(=O)c3ccccc3C(=O)O)cc2)cc1
    7 | 6 | 7 | 2 | 23 | 9 | 4 | 3 | -1
